DT40 TDP1 CPT: DT40-hTDP1 cell growth loss with CPT; chicken DT40 Tdp1-/-;hTDP1 cells + 20 nM CPT, ATP luminescence, 48 h; Potency, µM (series often up to 46.2 µM), for inactives: at the highest dose activity change, negative = growth inhibition, hits mostly inhibitors; hit rate 12% among 420,000; AID 686979; further: nearly all actives have a fitted effect of over 55% in size
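Cell growth measured by CellTiter-Glo luminescence after a minimum 48 h, 37 C compound exposure with 20 nM CPT in Tdp1-knockout DT40 cells stably expressing hTDP1, seeded 400/well; qHTS titration format.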
GCN5L2 inh: GCN5L2 (KAT2A) acetyltransferase inhibition. Q92830. GCN5L2 HAT assay, ThioGlo1 CoA-SH fluorescence. Potency, µM (titrated, usually from 58.9 µM), inactives show at the highest dose activity change, negative = inhibition, usual class: inhibitors. hit rate 0.21% among 390,000
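Fluorescence readout, Ex340nm/Em540nm: ThioGlo1 (50uM final) reacts with free CoA thiol released as 20nM GCN5L2 acetylates H3(1-25) peptide (75uM) using acetyl-CoA (70uM). Compound and enzyme sat 15 min beforehand; 20 min room-temperature reaction.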
FEN1 inh: blocks human flap endonuclease 1; P39748; Recombinant FEN1 flap cleavage, fluorescence, 15 min; Potency, µM (doses to about 114 µM), for inactives: top-dose activity change, negative = inhibition, hits mostly inhibitors; hit rate 0.35% among 390,000; AID 588795; further: nearly all actives have a fitted effect of over 65% in size
Target sequence (P39748 whole entry, looked up): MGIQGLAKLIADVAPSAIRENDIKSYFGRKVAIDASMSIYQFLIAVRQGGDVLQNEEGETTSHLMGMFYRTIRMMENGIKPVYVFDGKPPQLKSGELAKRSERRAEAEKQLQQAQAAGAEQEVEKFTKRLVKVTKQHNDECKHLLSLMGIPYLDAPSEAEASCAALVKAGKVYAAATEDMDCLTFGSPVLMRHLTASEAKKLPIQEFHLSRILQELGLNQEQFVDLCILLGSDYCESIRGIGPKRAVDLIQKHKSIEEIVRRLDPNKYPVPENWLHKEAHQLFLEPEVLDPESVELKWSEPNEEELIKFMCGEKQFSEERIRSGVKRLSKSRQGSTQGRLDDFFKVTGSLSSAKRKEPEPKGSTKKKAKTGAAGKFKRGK
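Read-out was taken twice, immediately and after 15 min, following addition of 50 nM substrate to 10 nM FEN1 that had sat with test compound for 15 min at room temperature. Curves came from a four-parameter Hill model.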
* hit, by the source's call; ? = inconclusive; . = no result given; & = joins results of further samples. The call rests on the fitted dose curve; in most records, active means well fitted curve in the direction sought with a large enough effect; inconclusive means small, poorly fitted or top-dose-only effect, or another doubt; inactive means no such curve, though single readings can be large; an effect the other way counts as inactive or inconclusive. On the % scale 0 is the no-effect control and ±100 the full control effect; potency means the concentration at half of the fitted maximal effect. This is a subset. The share of hits here may be higher or lower than overall.

molecule,DT40 TDP1 CPT,GCN5L2 inh,FEN1 inh
CC(C)(C)[C@H]1COC(=O)[C@H](NC(=O)OCC2c3ccccc3-c3ccccc32)C/C=C\C[C@@H](CC(=O)N[C@H](CO)Cc2ccccc2)C(=O)N1,7.31µM*,2.3%,-14.1%
O=C(Nc1ccc(F)cc1)c1cccnc1Oc1ccccc1,-0.4%,1.9%,-5.6%
CCc1ccc(NC(=O)Cn2ccn(Cc3ccccc3OC)c(=O)c2=O)cc1,6.9%,-14.3%,0.4%
COc1ccc(C(=O)NC2CCN(C(=S)Nc3cccc(C)c3)CC2)cc1,-18.2%,?,3.4%
Cc1csc(C(C#N)C(=O)c2ccncc2)n1 (stereo not given),-15.3%,-16.4%,5.0%
COc1ccc(C(=O)Nc2cccc(OC)c2)cc1,-26.2%,-6.0%,-6.6%
O=C(NCc1ccccn1)C(=O)NCC1OCCN1S(=O)(=O)c1ccc(F)cc1 (stereo not given),-5.6%,-16.8%,-16.6%
CCN(CC)C(=O)C1CCN(Cc2ccc(Br)cc2)CC1,-14.3%,-2.1%,1.0%
CC(C)c1ccc(NC(=O)C2CC(=O)Nc3nc4ccccc4n32)cc1 (stereo not given),0.9%,-0.6%,2.2%
CC(C)(C)OC(=O)NCCc1nnc(SCc2c(Cl)cccc2Cl)o1,-18.7%,-7.3%,7.9%
CCCc1nc2ccccc2n1CCOc1ccccc1,?,-14.6%,-11.9%
CC(=O)c1cccc(NC(=S)NC(=O)c2cccc(C)c2)c1,1.3%,2.8%,-10.4%
CC(C)CCNC(=O)C1CCC(CNc2c(N3CCCC3)c(=O)c2=O)CC1 (stereo not given),-8.7%,2.0%,-2.1%
COCCn1c(=O)c(C)nc2cnc(N3CCN(C)CC3)nc21,-2.3%,-17.9%,.
O=C(NCc1ccccc1)C1c2ccccc2Oc2ccccc21,-14.4%,-18.5%,14.3%
NC(=O)c1ccc(C(=O)N/N=C/c2cccc(Oc3ccccc3)c2)cc1,0.8%,2.0%,-0.1%
CCOC(=O)c1c(C)oc2c1c(C(c1ccncc1)N1CCOCC1)c(O)c1ccccc12 (stereo not given),20.6µM*,-26.7%,-20.1%
CC(NC(=O)c1ccc(Br)o1)c1ccccc1 (stereo not given),0.4%,-0.2%,-1.3%
CCOC(=O)c1ccc(CN(Cc2ccc(Cl)cc2Cl)S(=O)(=O)c2cccc(Cl)c2)cc1,?,-7.5%,5.9%
CC1CCC(NC(=O)c2ccc3c(c2)S(=O)(=O)c2ccccc2C3=O)CC1 (stereo not given),?,.,-7.4%
CCCCCn1c(=N)c(S(=O)(=O)c2ccc(Cl)cc2)cc2c(=O)n3cccc(C)c3nc21,-0.1%,-4.1%,11.0%
CCOC(=O)c1c(NC(=O)C2CCCO2)sc(C(N)=O)c1C (stereo not given),-14.1%,-3.0%,-8.2%
CN1C[C@@H]2[C@@H]3C(=O)N(Cc4ccccc4)C(=O)[C@@H]3[C@](C)(C1=O)N2C(=O)c1ccc(C(F)(F)F)cc1,-10.8%,.,-2.8%
O=S(=O)(c1cnccc1N1CCN(/N=C/c2ccccc2)CC1)N1CCCCC1,-25.7%,1.2%,7.5%
CCOC(=O)c1cc(C)sc1NC(=O)CSC1=NCCS1,?,?,-1.4%

Reformatted as labelled records: two of the compounds above
COCCn1c(=O)c(C)nc2cnc(N3CCN(C)CC3)nc21
  DT40 TDP1 CPT = -2.3%	GCN5L2 inh = -17.9%	FEN1 inh = .
O=C(NCc1ccccc1)C1c2ccccc2Oc2ccccc21
  DT40 TDP1 CPT = -14.4%	GCN5L2 inh = -18.5%	FEN1 inh = 14.3%

More records follow.
molecule,DT40 TDP1 CPT,GCN5L2 inh,FEN1 inh
CCS(=O)(=O)N1CCC2(CC1)OCCN2S(=O)(=O)c1ccc(OC)cc1,-19.6%,1.9%,-5.6%
COc1ccc2ccccc2c1CNC(=O)CC1C(=O)NCCN1CC(C)(C)C (stereo not given),4.7%,-1.0%,-11.5%
CCC(CC)C(=O)Nc1cccc(-c2nc3ncccn3c2C)c1,-11.4%,?,-4.4%
COc1cc(NS(=O)(=O)c2ccc3c(c2)CC(=O)N3)cc(OC)c1OC,-2.4%,-2.8%,-10.2%
NC(=O)N/N=C/c1cn(-c2ccccc2)nc1-c1cccs1,16.4µM*,2.1%,6.4%
CCN(CC)S(=O)(=O)c1cc(NC(=O)COC(=O)c2sc3ccccc3c2Cl)ccc1C,0.5%,-9.8%,-1.3%
CCN1CCN(CCCNC(=O)c2ccc(NC(=O)C3=CSCCO3)cc2)CC1,-6.2%,-9.7%,23.7%
COc1ccc(-c2nnc3ccc(SCC(=O)Nc4cc(C)on4)nn23)cc1OC,1.3%,-2.9%,-1.1%
CCc1ccc(NC(=O)CCn2c(=O)c3cccn3c3ccccc32)cc1,23.1µM*,-23.6%&-17.8%,8.5%&-14.3%
O=C(O)c1ccc2c(c1)C(=O)N(c1ccc(/C=C/C(=O)c3ccccc3)cc1)C2=O,11.4%,-6.0%,?
CCOC(=O)C1CCCN(C(=O)c2ccc(C)cc2O)C1 (stereo not given),0.9%,0.3%,-2.9%
COc1ccccc1-n1cc(C(=O)NCC(=O)N2CCN(c3ccccc3)CC2)c2ccccc2c1=O,-28.3%,-5.1%,-8.5%
Cn1cccc1C1C=C(c2ccc(C(C)(C)C)cc2)Nc2ncnn21 (stereo not given),?,.,-26.7%
O=c1c(Cc2ccc(F)cc2)c(O)ccn1Cc1ccc(Cl)cc1Cl,1.8%,?,-6.4%
Cc1c(N=NC2=C(O)CC(C)(C)CC2=O)cc2c(c1[N+](=O)[O-])C(C)(C)CC2(C)C,?,-3.0%,?
Cc1ccc(S(=O)(=O)N2CCN(C(=O)C3COc4ccccc4O3)CC2)cc1C (stereo not given),-23.8%,-2.9%,-5.8%
O=C(c1cccc([N+](=O)[O-])c1)N1CCN(c2ccc(Cl)cc2)CC1,20.6µM*,-3.2%,2.6%
C=CCN(c1ccc(Br)cc1C(=O)OC)S(C)(=O)=O,-0.5%&-22.5%,-5.9%,6.7%&0.0%
COc1cccc(NC(=O)N(Cc2cn(C)c3ccccc23)C2CCCCCC2)c1,5.8µM*,-10.7%,-17.8%
O=C(NCc1cccc(Cl)c1)NCc1noc2ccccc12,?,-2.6%,19.0%
COc1cc(C(=O)Nc2ccccc2C2COC(=O)C2=N)cc(OC)c1OC (stereo not given),-5.5%,-0.2%,9.4%
Cc1ccc(/C=C2/SC(=S)N(C3CCCCC3)C2=O)o1,10.7%,-5.3%,2.5%
CSc1ccccc1NC(=O)CN(c1ccccc1Br)S(C)(=O)=O,-24.6%,2.3%,6.9%
CCOC(=O)CN1C(=O)/C(=C/c2ccccc2Br)Oc2ccccc21,?,-2.0%,-18.8%
COc1ccc(NC(=O)CC2SC(=O)NC2=O)cc1 (stereo not given),2.31µM*,-18.8%,-4.6%
Cc1cc(OCc2cc(C(=O)N(C)CCc3cnn(C)c3)no2)cc(C)c1Cl,13µM*,-5.8%,-14.5%
Cc1ccc(OCC(=O)N2CCN(c3nnc(-c4ccc(C)cc4)c4ccccc34)CC2)cc1,16.4µM*,-5.3%,-1.6%
CCOC(=O)CCN(C(=O)Nc1ccccc1)C1CCCCC1,3.0%,.,6.3%
CCC(=O)Nc1ccc(N2CCN(Cc3ccccc3F)CC2)cc1,-5.3%,-1.5%,1.1%
COc1ccccc1C1=CC(=O)C[C@H](c2ccc3c(c2)OCO3)C1,16.4µM*,-9.0%,-2.6%
CC(C)OC(=O)c1ccc(NC(=S)NC(=O)c2cncc(Br)c2)cc1,-42.0%,19.6%,-8.2%
CCOC(=O)c1ccc[n+](CC(=O)c2ccc(OC)cc2)c1,24.6%,-1.2%,-1.5%
CN(C)CCCN(C(=O)CCc1ccccc1)c1nc2ccc(Cl)cc2s1,23.1µM*,-4.2%,11.7%
CC(C)Cn1c(SCC(=O)Nc2cc(Cl)c(Cl)cc2Cl)nc(O)cc1=O,3.0%,-23.7%,-11.6%
O=C(COc1ccc(Cl)cc1)OCC(=O)N1CCCc2ccccc21,-1.1%,-6.0%,9.7%
O=C(O)c1ccccc1C(=O)Nc1ccc(Oc2cccc(C(F)(F)F)c2)nc1,33.5%,0.0%,-10.5%
COc1ccc(CCNC(=O)CN2C(=O)c3cccc4cccc(c34)C2=O)cc1OC,-21.7%,-4.2%,19.6%
CCc1nn2c(=O)c(S(=O)(=O)Nc3ccc(Br)cc3F)c(C)nc2s1,-28.3%,-8.7%,6.9%
CCOC(=O)N1CCN(C(=O)c2ccc3c(c2)ncn3C2CCCC2)CC1,-1.4%,1.1%,4.2%
CCOC(=O)N1CCN(Cc2nc3cc(NC(C)=O)ccc3n2C)CC1,-0.5%,-6.5%,5.9%
Cc1ccsc1/C=N/NC(=O)c1nnn(-c2nonc2N)c1C,-0.1%,-2.4%,-14.7%
Cc1ccc([C@@H]2[C@@H]3C(=O)N(C)C(=O)[C@@H]3[C@]3(Cc4ccccc4)C(=O)N(CCO)CC(=O)N23)o1,9.7%,-1.4%,-3.8%
O=C(CSc1cccc2cccc(Cl)c12)NC1=NCCS1,11.0%,-11.9%,-8.7%
CCc1nnc(NC(=O)CN2CCC(O)(c3ccccc3OC)CC2)s1,-22.9%,-5.7%,7.3%
Cc1ccccc1-c1ccc2ncnc(-n3ccnc3)c2c1,20.6µM*,-13.7%,.
COc1ccc([C@@H]2CC(=O)c3c(O)cc(O)cc3O2)cc1O,?,-5.3%,-7.1%
Cc1cc(C(=O)COC(=O)COc2ccc(C#N)cc2)c(C)n1C1CC1,5.4%,-9.4%,-7.1%
COc1cccc(NC(=O)CN(C)C(=O)C(C)Sc2ccccc2)c1 (stereo not given),-10.4%,-13.1%,0.3%
CC1=CC(c2ccc(Cl)cc2)n2nc(N3C(=O)CCC3=O)nc2N1 (stereo not given),13.1%,-2.4%,2.5%
COc1cccc(CNC(=S)Nc2cc(OC)ccc2OC)c1,-7.2%,-1.0%,1.2%
O=C(NNC(=O)c1ccccc1F)c1cccs1,3.4%,-1.6%,-1.6%
O=S(=O)(c1ccccc1F)N1CCN(CC(O)c2ccccc2)CC1 (stereo not given),-7.7%,-3.7%,-3.1%

Part of the list above, with two lines to a compound:
Below each SMILES – DT40 TDP1 CPT	GCN5L2 inh	FEN1 inh
COc1ccc(CCNC(=O)CN2C(=O)c3cccc4cccc(c34)C2=O)cc1OC
  -21.7%	-4.2%	19.6%
CCc1nn2c(=O)c(S(=O)(=O)Nc3ccc(Br)cc3F)c(C)nc2s1
  -28.3%	-8.7%	6.9%
CCOC(=O)N1CCN(C(=O)c2ccc3c(c2)ncn3C2CCCC2)CC1
  -1.4%	1.1%	4.2%
CCOC(=O)N1CCN(Cc2nc3cc(NC(C)=O)ccc3n2C)CC1
  -0.5%	-6.5%	5.9%
Cc1ccsc1/C=N/NC(=O)c1nnn(-c2nonc2N)c1C
  -0.1%	-2.4%	-14.7%
Cc1ccc([C@@H]2[C@@H]3C(=O)N(C)C(=O)[C@@H]3[C@]3(Cc4ccccc4)C(=O)N(CCO)CC(=O)N23)o1
  9.7%	-1.4%	-3.8%
O=C(CSc1cccc2cccc(Cl)c12)NC1=NCCS1
  11.0%	-11.9%	-8.7%
CCc1nnc(NC(=O)CN2CCC(O)(c3ccccc3OC)CC2)s1
  -22.9%	-5.7%	7.3%
Cc1ccccc1-c1ccc2ncnc(-n3ccnc3)c2c1
  20.6µM*	-13.7%	.
COc1ccc([C@@H]2CC(=O)c3c(O)cc(O)cc3O2)cc1O
  ?	-5.3%	-7.1%
Cc1cc(C(=O)COC(=O)COc2ccc(C#N)cc2)c(C)n1C1CC1
  5.4%	-9.4%	-7.1%
COc1cccc(NC(=O)CN(C)C(=O)C(C)Sc2ccccc2)c1 (stereo not given)
  -10.4%	-13.1%	0.3%
CC1=CC(c2ccc(Cl)cc2)n2nc(N3C(=O)CCC3=O)nc2N1 (stereo not given)
  13.1%	-2.4%	2.5%
COc1cccc(CNC(=S)Nc2cc(OC)ccc2OC)c1
  -7.2%	-1.0%	1.2%
O=C(NNC(=O)c1ccccc1F)c1cccs1
  3.4%	-1.6%	-1.6%
O=S(=O)(c1ccccc1F)N1CCN(CC(O)c2ccccc2)CC1 (stereo not given)
  -7.7%	-3.7%	-3.1%

Screening data (PubChem BioAssay)
